BH1578 lux ind = quorum light induction in luxS cqsA deficient V. cholerae; V. cholerae BH1578 lux reporter, luminescence, 6 h; activation, % at 18.7 µM; 0.16% of 350,000 active; AID 588436; in the data active = activation mostly above about 9.7%, no sharp cut-off; note: not every result past the cut was called active; inactives centre near 0; reference of the scale not given here
Mtb FBA inh = inhibits M. tuberculosis FBA enzyme; inhibition, % at 1 µM; AID 588726; P9WQA3; purified M. tuberculosis FBA, fluorescence read-out; 2.3% of 360,000 active; in the data active = inhibition above about 27%;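 note: 0% = vehicle and 100% = reference inhibitor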
Target sequence (P9WQA3 whole entry, looked up): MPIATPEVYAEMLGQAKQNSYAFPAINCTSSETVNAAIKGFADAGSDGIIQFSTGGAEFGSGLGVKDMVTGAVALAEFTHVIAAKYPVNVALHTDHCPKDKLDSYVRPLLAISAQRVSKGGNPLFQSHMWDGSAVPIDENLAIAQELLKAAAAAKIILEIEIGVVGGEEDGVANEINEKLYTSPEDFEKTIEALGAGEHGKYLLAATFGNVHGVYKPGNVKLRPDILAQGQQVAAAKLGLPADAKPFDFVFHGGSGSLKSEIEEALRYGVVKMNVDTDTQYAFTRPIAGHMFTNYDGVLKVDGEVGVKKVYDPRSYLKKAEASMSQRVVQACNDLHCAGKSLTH
DUSP3 inh = DUSP3 (human) phosphatase inhibition. P51452. recombinant VHR phosphatase, pNPP absorbance. inhibition, % at 13.3 µM. 0.52% of 290,000 active. AID 1654; in the data active = inhibition above about 50%; note: some compounds called inactive have numbers as strong as hits
Target sequence (P51452 whole entry, looked up): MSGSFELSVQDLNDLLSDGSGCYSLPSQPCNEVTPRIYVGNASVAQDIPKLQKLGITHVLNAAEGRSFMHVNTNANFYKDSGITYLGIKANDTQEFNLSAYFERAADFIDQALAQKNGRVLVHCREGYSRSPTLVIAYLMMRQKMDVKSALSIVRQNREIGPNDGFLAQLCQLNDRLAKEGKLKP
GDH-TPI inh = inhibits GDH-TPI coupling enzymes, artifact for Mtb FBA screen; inhibition, % at 4.8 µM; 1.2% of 360,000 active; GDH-TPI coupled enzyme counterscreen, NADH absorbance; AID 588335; in the data active = inhibition above about 30%;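 note: 0% = DMSO wells and 100% = wells lacking the enzyme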
MazF activator = MazEF (E. coli) toxin RNase activation. P0AE70. FAM/BHQ RNA-DNA oligo cleavage fluorescence, 5 h. activation, % at 20 µM. 0.32% of 350,000 active. AID 504720; in the data active = activation above about 50%
Target sequence (P0AE70 whole entry, looked up): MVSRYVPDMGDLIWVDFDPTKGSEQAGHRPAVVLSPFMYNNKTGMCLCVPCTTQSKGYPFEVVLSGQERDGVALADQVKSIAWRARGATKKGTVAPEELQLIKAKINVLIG
UGM FP inh = blocks M. tuberculosis UGM enzyme. purified UGM, fluorescence polarization probe displacement. inhibition, % at 10 µM. AID 504406. 0.06% of 320,000 active; in the data active = inhibition above about 10%, passing the limit was not always enough
Target sequence (P9WIQ1 whole entry, looked up): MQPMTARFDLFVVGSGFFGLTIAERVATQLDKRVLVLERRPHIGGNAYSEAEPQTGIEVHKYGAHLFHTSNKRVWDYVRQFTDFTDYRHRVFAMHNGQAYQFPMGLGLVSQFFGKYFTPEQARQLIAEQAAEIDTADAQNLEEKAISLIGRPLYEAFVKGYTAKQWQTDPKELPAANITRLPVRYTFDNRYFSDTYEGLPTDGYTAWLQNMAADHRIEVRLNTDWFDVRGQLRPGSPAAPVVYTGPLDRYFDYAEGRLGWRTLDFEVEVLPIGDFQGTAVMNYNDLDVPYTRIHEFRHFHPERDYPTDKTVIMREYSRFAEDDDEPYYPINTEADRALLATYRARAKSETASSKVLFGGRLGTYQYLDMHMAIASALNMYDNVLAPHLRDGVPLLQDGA
Rv3671c protease = inhibits the M. tuberculosis serine protease Rv3671c; P9WHR9; AID 2606; inhibition, % at 5.96 µM; 0.048% of 320,000 active; in the data active = inhibition above about 38%;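 note: extracellular domain of Rv3671c used as enzyme; 0% = enzyme with DMSO and 100% = no enzyme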
SARS 3CLpro inh = SARS-CoV 3CLpro protease inhibition. 0.14% of 290,000 active. recombinant SARS-CoV 3CLpro, quenched FRET peptide cleavage. P0C6X7. inhibition, % at 6 µM; in the data active = inhibition above about 12%
PriA SSB inh = inhibitors of Klebsiella pneumoniae PriA binding to SSB C-terminal tail; inhibition, % at 33 µM; AlphaScreen SSBct-PriA binding, biotinylated peptide; 0.6% of 430,000 active; AID 1272365; in the data active = inhibition mostly above about 37%, no sharp cut-off; inactive = mostly below about 20%;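 note: plate controls were negative control peptide for no effect and reference peptide for full effect; strong numbers were not always called active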
Mtb BioA inh = inhibitors of Mycobacterium tuberculosis BioA enzyme. purified M. tuberculosis BioA enzyme, plate reader. inhibition, % at 9.99 µM. 0.096% of 360,000 active. AID 602481; in the data active = inhibition above about 40%
Starred values were filed as active, the others as inactive; i = inactive; . = no result given; & = joins results of further samples. Only part of the results is shown. The share of hits here may be higher or lower than overall.

SMILES	BH1578 lux ind	Mtb FBA inh	DUSP3 inh	GDH-TPI inh	MazF activator	UGM FP inh	Rv3671c protease	SARS 3CLpro inh	PriA SSB inh	Mtb BioA inh
Cn1c(=O)c2[nH]c(=O)cnc2n(C)c1=S	i	4	25	0	1	-1.1	-6	-4	-21	.
Cc1cc(C(=O)NNC(=O)COc2c(C)cc(Br)cc2C)n[nH]1	-0.4	2	6	2	-5	2.0	-6	-4	-9	-1.1
CC(=O)C1=C(C)NC(SCC(=O)c2ccc(Cl)c(Cl)c2)=C(C#N)C1c1ccco1 (centres undefined)	1.8	-2	2	6	-12	2.1	-12	-9	-2	-2.4
Cc1ccc(C(=O)N/C(=C\c2cccs2)C(=O)NCCCn2ccnc2)cc1C	i	0	10	19	11	1.1	4	1	29	-0.8
CC(=O)N1CCN(c2ccc(NC(=O)COc3ccc(Cl)cc3Cl)cc2)CC1	11	2	10	-3	-4	-0.2	0	-6	1	-2.0
Cc1cc(NC(=O)c2ccccc2F)n(-c2nc3ccccc3[nH]2)n1	i	4	7	-1	6	0.4	1	1	-14	-0.9
CC(=O)Nc1nc2c(F)cccc2s1	-0.1	1	.	5	8	-0.1	2	-3	-6	-2.3
Cc1ccc(S(=O)(=O)N2CCN(C(=O)N3CCOCC3)C2c2ccc(N(C)C)cc2)cc1 (centres undefined)	-2.1	-1	17	17	4	0.1	5	1	-19	-0.9
Cc1c(C)[n+](=O)c2c(n1[O-])CCC2	.	1	10	4	14	-1.5	9	1	-6	1.0
COc1ccccc1NC(=S)N(CCc1nc2cc(C)c(C)cc2[nH]1)Cc1cccnc1	i	-4	23	4	-2	-0.3	6	1	6	0.3

A few values from the list:
Under Mtb FBA inh, CC(=O)Nc1nc2c(F)cccc2s1 is listed with 1
Under GDH-TPI inh, Cc1cc(C(=O)NNC(=O)COc2c(C)cc(Br)cc2C)n[nH]1 is listed with 2

Following part.
SMILES	BH1578 lux ind	Mtb FBA inh	DUSP3 inh	GDH-TPI inh	MazF activator	UGM FP inh	Rv3671c protease	SARS 3CLpro inh	PriA SSB inh	Mtb BioA inh
COc1cccc(N2CCN(C(=O)CC(NC(=O)c3ccccc3)c3ccccc3)CC2)c1 (centres undefined)	i	0	.	3	-15	0.5	4	.	8	3.5
Cc1cc(C)c2cc(C#N)c(NCCCNC(=O)c3cccnc3)nc2c1	-0.3	47*	.	10	0	.	.	.	.	.
Cc1nc(-c2ccccc2)sc1-c1nnc(C2CC2)o1	-0.7	18	8	7	-8	1.3	10	-1	-22	.
C/C(=N\Nc1nc(N)cc(Cl)n1)c1ccc(F)cc1	-0.9	-1	3	2	10	1.1	5	0	.	-0.2
CC(C)c1ccc(NS(=O)(=O)c2cccc3cccnc23)cc1	i	-2	83	-5	3	0.8	-4	-2	-11	-0.1
O=C(NNC(=O)c1cccnc1)Nc1ccccc1	i	2	13	3	-4	3.2	7	3	-4	.
Cc1c(CN2CCC(CO)(CCOc3ccccc3)CC2)c(=O)n(-c2ccccc2)n1C	-0.2	-1	8	-7	9	4.6	0	-2	-25	-0.3
CC(C)(CC(=O)O)CC(=O)Nc1ccc(Oc2ccc(C(C)(C)C)cc2)nc1	-0.4	1	-4	6	-1	0.8	-5	2	-14	-0.6
Oc1ccc(C[C@H]2CNC(=S)N2CC2CCCN2C[C@H](Cc2ccc(O)cc2)N2C[C@H](Cc3ccccc3)N(CC3CCCCCC3)C2=S)cc1 (some centres undefined)	i	0	.	29	-6	.	.	.	-6	-0.7
CC(=O)c1ccc(N2CCN(C(=O)c3ccc4c(=O)n(-c5ccccc5)c(=O)[nH]c4c3)CC2)cc1	i	0	13	35*	7	-0.2	-1	-7	-6	-2.9
CCC(CC)C(=O)NCc1ccc(Cl)cc1	-0.3	0	-7	8	0	-2.6	-13	2	-17	0.5
Cc1cccc(NC(=S)N2CCCC(c3nc4ccccc4[nH]3)C2)c1 (centres undefined)	-0.4	5	22	3	5	-2.1	-11	-1	2	2.5
Cc1ccccc1C(=O)NC1CCN(CC(=O)Nc2ccccc2)CC1	-0.5	3	-4	6	12	-3.5	-5	-6	-8	24
O=C(CSc1nc2nn(-c3ccccc3)c(=O)c-2c2n1CCCCC2)NCCCc1ccccc1	-2.4	2	-5	9	-11	0.1	-4	3	-6	-0.3
COC(=O)c1ccc(CN2CCC(n3nccc3NC(=O)C3CC3)CC2)cc1	0.6	1	23	6	-2	-0.2	4	-7	-20	4.6
Cc1ccc(CN2C(=O)CC(Nc3ccc(N4CCOCC4)cc3)C2=O)cc1 (centres undefined)	-0.8	-1	64	15	6	0.8	4	4	21&37	5.2
Cc1cccc(NC(=O)CSc2nc(C)c(CC(=O)c3ccc(Br)cc3)c(C)c2C#N)c1C	-3.4	-3	-2	8	-9	-1.9	6	5	-7	-0.2
O=C(N/N=C/c1ccco1)c1cc(Br)ccc1OCc1ccccc1	-0.2	1	-2	2	-6	-0.4	-5	-1	.	.
CC(C)(C)C(=O)NC(=S)Nc1ccccn1	-0.3	-1	17	5	5	0.7	-20	3	-1	4.3
CC(/C=N/n1c(-c2ccccc2)n[nH]c1=S)=C\c1ccco1	5.4	-2	3	14	7	0.4	-1	2	.	.
O=Cc1ccc(OCC(=O)Nc2ccccc2-c2ccccc2)cc1	-0.3	2	-4	-6	5	-0.7	-1	4	7	.
COc1cccc(N2CCN(C3CC(=O)N(c4ccc(Cl)c(Cl)c4)C3=O)CC2)c1 (centres undefined)	i	-5	10	6	3	2.8	-11	2	9	4.8
COc1ccc(CCC(=O)NCc2ccccc2Cl)cc1OC	-0.3	1	.	-7	4	-3.3	0	-4	-7	-1.8
CCC(C)OC(=O)c1c(N)n(Cc2cccs2)c2nc3ccccc3nc12 (centres undefined)	.	137*	21	7	4	-1.6	-8	6	-18	1.6
CCOC(=O)C1C(O)=CC(=O)CC1c1ccccc1 (centres undefined)	-5.9	1	.	0	4	0.3	-2	.	6	1.1
CCCN=C1N/C(=C\c2ccco2)C(=O)N1c1ccccc1	i	-6	10	2	52*	0.1	1	2	-14	0.1
Cc1ccc(-n2nc3c4c(cccc4c2=O)-c2ccccc2-3)cc1	i	2	14	33*	6	-0.5	-6	0	-7	-0.5
N#Cc1cnn(Cc2ccc(Cl)cc2)c1N	1.9	5	-1	12	-17	-0.7	-8	3	-4	-2.9
CCOC(=O)N1CCN(c2nnnn2-c2ccccc2)CC1	i	0	-16	2	6	0.2	4	-4	-5	-1.6
CN(C(=O)c1ccc(NC(=O)Cc2ccc(NC(=O)C3CCCN(C(=O)c4ccccc4)C3)cc2)cc1)C1CC1 (centres undefined)	i	0	.	-11	8	-2.7	4	.	-7	-0.6
CC(C)C(=O)N(c1ccc2oc(=O)sc2c1)S(=O)(=O)c1cccs1	i	2	21	6	-2	2.3	4	7	-1	-0.7
CC1CN(C(=O)[C@@H]2CCCN2S(=O)(=O)c2ccc(Cl)cc2)CC(C)O1 (some centres undefined)	.	-3	.	4	1	.	.	.	2	.
COc1ccc(S(=O)(=O)Cc2ccc(C(=O)N3CC(C)CC(C)C3)o2)cc1 (centres undefined)	-0.4	3	-10	18	-2	.	11	-3	-3	-0.3
O=C(Nc1nc2ccc3ccccc3c2s1)c1ccc(N2CCCCC2)c([N+](=O)[O-])c1	i	2	-5	6	-11	-0.2	3	-7	2	-3.6
Fc1cccc(Cl)c1CSc1nnc(COc2cccc3cccnc23)o1	i	3	20	6	-6	0.2	-6	2	-13	.
CCOC(=O)C1=C(COC(=O)/C=C/c2ccc(C)o2)NC(=O)NC1C (centres undefined)	i	3	.	10	-32	-1.7	-6	.	-3	-7.6
C/C(=N\NC(=O)c1ccccc1)c1ccc(NC(=O)c2cccs2)cc1	i	-1	-12	7	3	.	-4	1	.	3.1
C/C(=N\NC(=O)c1cccc(S(=O)(=O)N2CCCC2)c1)c1ccc(C)cc1	-10	-1	.	6	0	-1.1	-7	.	.	.
COCCNC(=O)C(=O)NNS(=O)(=O)c1ccc(Cl)cc1	-1.6	-1	22	-4	4	-0.6	-5	2	-3	-2.9
O=C(Nc1ccccc1N1CCN(C(=O)c2ccc(Cl)cc2)CC1)c1cccnc1	-0.1	2	12	-4	2	-1.2	-6	-7	-6	1.3
CC(Oc1ccccc1)C(=O)Nc1ccc(S(=O)(=O)N2CCCC2)cc1 (centres undefined)	-0.6	-2	-41	-3	-2	2.4	0	1	6	-0.7
CCOCCCNC(=O)C(NC(=O)CC1NC(=O)NC1=O)c1ccc(Cl)cc1 (centres undefined)	0.2	-3	5	3	1	-1.3	-3	0	-12	-1.7
CN(C)S(=O)(=O)c1ccc2c(c1)c(=O)c(C(=O)N1CCOCC1)cn2C	-0.4	3	0	18	-1	2.5	2	-6	0	-2.1
COc1ccccc1/C=C/C=c1\sc2nc(=O)c(Cc3ccccc3)nn2c1=O	-0.4	1	8	18	-45	-1.3	-5	7	0	.
CC(=O)OCC(=O)NCc1ccc2c(c1)OCO2	-0.6	-2	15	4	-5	0.0	1	4	-15	-1.3
COc1ccc(-c2nnn(Cc3nc(N)nc(N4CCOCC4)n3)n2)cc1OC	0.6	0	34	-1	10	3.8	-3	-6	-17	-0.4
CCOC(=O)N1CCC(NC(=O)c2cnc3n(c2=O)CCS3)CC1	i	1	16	12	6	-2.7	5	3	-2	0.1
Cc1ccc(C(=O)O)cc1NC(=O)c1ccc(Cn2nc(C)c(Cl)c2C)o1	-0.2	6	11	1	-4	1.5	-6	2	-14	.
COC(=O)c1ccccc1NC(=O)CSc1ncccn1	-0.9	1	27	-9	-5	0.4	-2	-5	4	.
CN(C)C(=O)COc1ccc(Br)cc1	1.5	1	2	-1	-4	1.9	11	-2	-14	0.2

Record cards (already shown). Order of values: BH1578 lux ind | Mtb FBA inh | DUSP3 inh | GDH-TPI inh | MazF activator | UGM FP inh | Rv3671c protease | SARS 3CLpro inh | PriA SSB inh | Mtb BioA inh
CN(C)S(=O)(=O)c1ccc2c(c1)c(=O)c(C(=O)N1CCOCC1)cn2C across the screens: -0.4 | 3 | 0 | 18 | -1 | 2.5 | 2 | -6 | 0 | -2.1
CC(=O)OCC(=O)NCc1ccc2c(c1)OCO2 across the screens: -0.6 | -2 | 15 | 4 | -5 | 0.0 | 1 | 4 | -15 | -1.3
COc1ccccc1/C=C/C=c1\sc2nc(=O)c(Cc3ccccc3)nn2c1=O across the screens: -0.4 | 1 | 8 | 18 | -45 | -1.3 | -5 | 7 | 0 | .
CN(C)C(=O)COc1ccc(Br)cc1 across the screens: 1.5 | 1 | 2 | -1 | -4 | 1.9 | 11 | -2 | -14 | 0.2
COC(=O)c1ccccc1NC(=O)CSc1ncccn1 across the screens: -0.9 | 1 | 27 | -9 | -5 | 0.4 | -2 | -5 | 4 | .

Additional records
SMILES	BH1578 lux ind	Mtb FBA inh	DUSP3 inh	GDH-TPI inh	MazF activator	UGM FP inh	Rv3671c protease	SARS 3CLpro inh	PriA SSB inh	Mtb BioA inh
CC1=NN(c2ccc([N+](=O)[O-])cc2)C(=O)C1	-5.9	-4	.	27	2	.	.	.	-5	1.2
O=C(CSc1nc2ncc(Cl)cc2[nH]1)N1CCOCC1	i	-2	.	0	-10	-0.4	1	.	1	0.6
CC(C)c1ccc(OCC(O)CNC(C)c2ccccc2)cc1 (centres undefined)	-10	4	-2	3	0	-1.7	6	-2	5	-0.3
O=C(COC(=O)/C=C/c1ccc(OC(F)F)cc1)Nc1cccc(S(=O)(=O)N2CCOCC2)c1	-7.6	-2	.	5	0	1.1	-20	.	-10	-1.2
O=C(c1ccco1)N1CCN(CC(O)COc2ccc(Br)cc2)CC1 (centres undefined)	-6.2	1	-27	11	4	2.2	1	-4	4	-0.2
COc1ccc2cc3c(N)nn(C(=O)c4ccc(Cl)c([N+](=O)[O-])c4)c3nc2c1	-0.8	6	4	4	-4	0.2	-8	1	-10	0.3
CC(C)(C)OC(=O)CN1C(=O)NC2(CCCc3ccccc32)C1=O (centres undefined)	i	0	2	-3	1	-1.7	0	-4	-7	-0.3
Cc1cc(N2C(=O)NC(=O)CC2C)c(C)cc1C(C)C (centres undefined)	-0.3	0	6	-4	-1	-0.8	-2	4	-14	0.9
CNC(=O)c1ccc(NC(=O)c2ccc3c(=O)n4c(nc3c2)CCC4)cc1	i	0	.	1	4	-0.4	-4	.	-9	-1.6

Source: PubChem BioAssay
